# Bioassay records as filed in PubChem BioAssay.
# FBW7 activator: human FBW7 E3 ligase activation, primary screen; AlphaScreen FBW7–phospho-cyclin E peptide binding, activator screen; normalized activity (activation), % at 26.1 µM; AID 1259310; 0.13% of 650,000 active; in the data active = normalized activity above about 1.9%;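 also: purified mutant Fbw7 with reduced substrate affinity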
# MITF inh: blocks human microphthalmia-associated transcription factor; O75030; AlphaScreen MITF homodimerization, bead proximity signal; inhibition, % at 2.6 µM; 0.91% of 650,000 active; in the data active = inhibition above about 50%;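 also: 0% = vehicle wells with protein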
# Target sequence (O75030 whole entry, looked up): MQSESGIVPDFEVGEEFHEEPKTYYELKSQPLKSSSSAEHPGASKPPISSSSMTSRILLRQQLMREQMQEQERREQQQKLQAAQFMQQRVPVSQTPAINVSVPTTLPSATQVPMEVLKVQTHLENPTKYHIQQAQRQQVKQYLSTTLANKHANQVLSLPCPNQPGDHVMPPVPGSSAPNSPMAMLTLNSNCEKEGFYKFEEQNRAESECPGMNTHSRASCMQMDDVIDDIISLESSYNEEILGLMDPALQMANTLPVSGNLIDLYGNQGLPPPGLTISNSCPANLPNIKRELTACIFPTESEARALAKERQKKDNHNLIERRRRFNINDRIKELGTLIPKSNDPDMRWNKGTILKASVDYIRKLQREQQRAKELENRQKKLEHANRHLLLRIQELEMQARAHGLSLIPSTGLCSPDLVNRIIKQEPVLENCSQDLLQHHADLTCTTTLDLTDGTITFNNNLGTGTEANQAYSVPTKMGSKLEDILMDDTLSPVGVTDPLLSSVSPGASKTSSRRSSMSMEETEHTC
# TEAD-YAP inh: TEAD-YAP interaction inhibition; HEK-TIYL cells, TEAD-Gal4/YAP UAS-luciferase luminescence; inhibition, % at 9.12 µM; 1.4% of 640,000 active; in the data active = inhibition above about 32%;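 also: 0% = median of test compound wells and 100% = reference inhibitor wells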
# GPR151 activ: activators of human GPR151 | 1% of 650,000 active | Q8TDV0 | activation, % at 11.2 µM | AID 1508602 | PathHunter beta-arrestin GPR151 cells, luminescence; in the data active = activation above about 4.9%;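 also: 0% = median of compound wells and 100% = cells with positive control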
# Target sequence (Q8TDV0 whole entry, looked up): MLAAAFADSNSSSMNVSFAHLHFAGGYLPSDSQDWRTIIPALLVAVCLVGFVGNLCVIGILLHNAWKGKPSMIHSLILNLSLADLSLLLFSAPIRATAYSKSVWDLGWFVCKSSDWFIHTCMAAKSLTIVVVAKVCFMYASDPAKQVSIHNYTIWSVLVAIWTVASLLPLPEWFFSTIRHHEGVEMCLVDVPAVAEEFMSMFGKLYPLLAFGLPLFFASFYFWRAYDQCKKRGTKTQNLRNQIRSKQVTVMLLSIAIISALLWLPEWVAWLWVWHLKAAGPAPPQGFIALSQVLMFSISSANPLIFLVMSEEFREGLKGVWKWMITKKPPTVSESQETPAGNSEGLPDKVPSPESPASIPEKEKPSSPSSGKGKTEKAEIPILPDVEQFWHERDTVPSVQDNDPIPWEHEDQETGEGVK
# * hit, by the source's call.
canonical_smiles,GPR151 activ,FBW7 activator,TEAD-YAP inh,MITF inh
Cc1cc([N+](=O)[O-])cc2c1N(C)C(=O)C2(O)C1C(=O)Nc2ccccc21 (configuration not stated),-0.1,-0.1,16,5
O=C(c1ccc(S(=O)(=O)N2CCOCC2)cc1)N1CCCC1,0.4,0.0,2,-10
CSc1nnc2n(CC(=O)NC3CCCCC3)c3ccccc3n12,-0.4,0.1,3,3
COc1ccc(C(=O)NCCc2nnc3n2CCN(Cc2cc(C)cc(C)c2)CC3)cc1,0.8,-0.7,-9,1
O=C(CSc1n[nH]c(=O)[nH]c1=O)c1ccccc1,-0.2,0.0,-12,-2
CC(C)N(CCNc1ncnc2c1nc(Nc1ccc3ncccc3c1)n2C(C)C)C(C)C,-1.4,-0.1,-1,-4
CCN(CC)C(=O)c1ccc2c(=O)n(-c3ccccc3)c(=S)[nH]c2c1,0.4,0.2,30,4
Cc1cc(O)c(CN2CCN(S(=O)(=O)c3cccs3)CC2)cc1C(C)C,0.8,-0.2,-8,-3
O=C(c1nn2c(C(F)(F)F)cc(-c3ccc(Br)cc3)nc2c1Cl)N1CCN(Cc2ccccc2)CC1,1.0,0.1,-2,-20
O=[N+]([O-])c1cccc(Cl)c1N1CCN(S(=O)(=O)c2ccc(F)cc2)CC1,0.8,0.2,8,7
Cc1cccc(NC(=O)CN2C(=O)C(c3ccc(Cl)cc3)=NC2(C)C)c1C,-2.3,0.0,12,-11
O=C1N[C@H](Cc2ccc(O)cc2)C(=O)N2CCN(Cc3cnn(-c4cccc(Cl)c4)c3)C[C@H]12,4.7,0.0,3,18
COc1ccc([N+](=O)[O-])cc1NC(=O)CCCOc1cc(=O)n(C)c2ccccc12,0.4,0.1,-9,-4
Cc1cccc(NC(=O)c2ncoc2-c2ccc(F)cc2)c1C#N,0.0,-0.1,-4,-10
Cc1cc2nc(N3CCCN(Cc4ccco4)CC3)nc(C)c2cc1C,4.2,0.0,-9,4
CCOC(=O)C1(Cc2ccc(Cl)cc2)CCN(C(=O)c2cc(C)oc2C)CC1,1.6,-0.1,2,2
C=CCNC(=O)c1ccc(CS(=O)(=O)Cc2ccc(Cl)cc2)o1,-0.7,0.0,0,-1
CCc1ccc(NC(=O)NCCCN2CCN(c3ccc(OC)cc3)CC2)cc1,0.5,-0.3,12,1
Cc1ccc(NC(=O)/C(=C\c2ccc(Cl)cc2)NC(=O)c2ccccc2)cc1,-0.1,0.0,2,7
COc1ccc2cc3c(N)c(C(=O)Nc4ccc5c(c4)OCCO5)sc3nc2c1,0.7,0.0,-28,7

# Further compounds follow:
canonical_smiles,GPR151 activ,FBW7 activator,TEAD-YAP inh,MITF inh
COc1cc(NC(=O)c2ccc(C(C)(C)C)cc2)ccc1NC(=O)c1ccco1,1.1,-0.1,-12,-8
Cc1ccc(-c2nc(-c3cccnc3)no2)c(Cl)c1,-2.2,0.0,22,1
Cc1nc2cc(-c3ccccc3)nn2c(C)c1CCC(=O)NCCN1CCCC1,0.7,-0.3,-3,-8
COc1ccc(NC(=O)C(=O)NN=C2CCN(C)CC2)cc1Cl,2.3,-0.1,-1,2
Cc1ccc(Cn2nnc3c(=O)n(CC(=O)Nc4ccc(Cl)cc4)cnc32)cc1,-0.4,0.0,-2,-2
NC(=O)COc1ccc(/C=N/NC(=O)CSCc2ccccc2)cc1,-1.0,-0.1,6,11
CCCNC(=O)CCS(=O)(=O)c1nc(-c2ccc(OC)cc2)cc(C(F)(F)F)n1,-0.1,2.1*,10,3
COc1cc2nc(N3CCCC3CO)nc(NC3CC3)c2cc1OC (configuration not stated),2.8,-0.1,-14,2
CC1(C)CC(=O)C2=C(C1)Nc1[nH]c(=S)[nH]c(=O)c1C2c1ccccc1 (configuration not stated),0.7,-0.1,-1,8
COc1ccc(CC(=O)Nc2ccc(N3CCC(NCCn4ccnc4)CC3)cc2)cc1,-0.3,-0.1,-3,-7
O=C(NCc1cccnc1)c1ccc2c(=O)n(CCC3=CCCCC3)c(=S)[nH]c2c1,3.9,-0.2,-6,0
Cc1cccc(C(=O)Nc2c(C(=O)Nc3ccc(F)cc3)cnn2-c2ccccc2)c1,-0.6,0.1,-11,0
Cn1cccc1/C=N/N1CCN(C2c3ccccc3-c3ccccc32)CC1,-1.0,-0.1,14,14
Cc1ccc(Nc2nc(C)c([N+](=O)[O-])c(N3CCCCC3)n2)cc1,2.1,-0.3,-12,16
Cc1ccccc1-c1nnc(SCC(N)=O)n1Cc1ccccc1,-0.5,-0.1,4,5
COCCNC(=O)CSc1nc(-c2ccc(SC)cc2)[nH]c1-c1ccc(OC)cc1,-1.1,-0.1,11,3
COc1cccc(CC(=O)Nc2noc3ccccc23)c1,1.4,0.5,-8,9
Nc1c(C(=O)Nc2ccc(I)cc2)sc2nc(-c3cccs3)ccc12,-0.3,-0.1,9,10
CC(=O)c1cccc(N2C(=O)c3ccc(C(=O)OC(C)C(=O)c4ccccc4)cc3C2=O)c1 (configuration not stated),-1.6,0.4,-7,21
CN(C)Cc1nc2ccccc2c2nc(N(C)C)cn12,-0.5,-0.2,-2,27

# Part of the list above, field by field:
Cc1ccccc1-c1nnc(SCC(N)=O)n1Cc1ccccc1
  GPR151 activ: -0.5; FBW7 activator: -0.1; TEAD-YAP inh: 4; MITF inh: 5

COCCNC(=O)CSc1nc(-c2ccc(SC)cc2)[nH]c1-c1ccc(OC)cc1
  GPR151 activ: -1.1; FBW7 activator: -0.1; TEAD-YAP inh: 11; MITF inh: 3

# (further entries)
canonical_smiles,GPR151 activ,FBW7 activator,TEAD-YAP inh,MITF inh
COc1ccc2nc(N3CCC(C(=O)NCCCN4CCCC(C)C4)CC3)sc2c1 (configuration not stated),0.4,0.0,-5,14
Cn1c(C2COc3ccccc3O2)nc2ccc(-c3ccnc(N)n3)cc21 (configuration not stated),1.8,0.4,-43,4
O=C1CCCN1CCn1cnc2c(Nc3ccc(Oc4ccccc4)cc3)nc(-c3ccc(N4CCOCC4)nc3)nc21,-1.3,-0.1,7,0
Cc1cc(NC(=O)CSc2nnc3c4c5c(sc4nc(C)n23)CC(C)CC5)no1 (configuration not stated),0.4,0.0,6,7
O=[N+]([O-])c1nn(-c2ccccc2)n(O)c1=NC1CCCCC1,-1.1,-0.3,5,13
O=C(c1ccc2c(=O)n(CCc3c[nH]c4ccccc34)c(=S)[nH]c2c1)N1CCCCC1,-0.1,0.0,2,11
Cc1cc(Cl)c(S(=O)(=O)Nc2ccc(F)cc2)cc1OCC(N)=O,1.6,-0.1,11,1
COc1ccc(/C(C)=N\NC(=O)c2cc(O)cc(O)c2)c(OC)c1,0.9,0.1,7,-2
C/C(Cl)=C\Cn1c(N2CCCCCC2)nc2c1c(=O)n(C)c(=O)n2C,3.7,0.2,7,-20
CCOc1ccc(/C(O)=C2\C(=O)C(=O)N(Cc3cccnc3)C2c2ccc(F)cc2)cc1 (configuration not stated),2.3,-0.3,-8,-1
Nc1cccc(-c2nc(NCCCN3CCCC3=O)c3ncn(Cc4ccc(C(F)(F)F)cc4)c3n2)c1,1.3,-0.1,-4,4
COc1cccc2cc(C(=O)N(C)C)c(=O)oc12,5.9*,-0.1,-3,-4
O=C1CN(C(=O)c2ccc(N3CCOCC3)c([N+](=O)[O-])c2)c2ccccc2N1,0.6,-0.1,2,-13
Cc1cccc(N=c2oc3ccc([N+](=O)[O-])cc3cc2C(=O)Nc2nccs2)c1,-0.1,-0.2,1,13
CCOc1ccc(C(=O)OCc2ccc(F)cc2)cc1,1.2,0.0,-9,5
C=CCNC(=S)Nn1c(C)nnc1-n1nc(C)cc1C,-1.3,0.2,1,6
Cc1ccc(/C=C/C(=O)OC(C)C(N)=O)o1 (configuration not stated),1.4,0.3,-9,7
COc1cc(/C=C2/C(=N)N3N=C(CC(C)C)SC3=NC2=O)ccc1OCc1ccccc1,0.0,0.1,-28,49
O=C1CC(NC(=O)N2CCc3ccccc32)CN1c1ccc(F)cc1 (configuration not stated),-0.3,0.1,-1,-1
CCOC(=O)C1=C(C)NC(=O)NC1c1c(OCC(=O)N2CCOCC2)ccc2ccccc12 (configuration not stated),-1.2,0.0,8,15

# Continuation.
canonical_smiles,GPR151 activ,FBW7 activator,TEAD-YAP inh,MITF inh
CCCNc1ncnc2nc(-c3cccc(C(C)=O)c3)[nH]c12,-0.5,-0.1,-3,16
COc1ccc(CN2CCc3nnc(CNC(C)=O)n3CC2)c(OC)c1,-0.4,-0.1,-5,11
COc1ccc(S(=O)(=O)N2CCC(N3CCCC3)CC2)cc1,0.0,-0.2,4,21
CCCCCC(=O)N1c2ccccc2NC2=C(C(=O)CC(c3ccc(F)cc3)C2)C1c1cccc(OC)c1 (configuration not stated),0.3,0.0,5,-1
Cc1ccc2oc(-c3cc(NC(=O)/C=C/c4ccco4)ccc3Cl)nc2c1,0.4,0.0,-3,-8
N#CCSc1nc(-c2ccccc2)c(-c2ccccc2)o1,0.2,0.0,-5,-8
CCCN(C(C)=O)c1nnc(-c2cccc(F)c2)s1,-1.0,0.1,-39,11
CCCC(C)NC(=O)Cc1ccc([N+](=O)[O-])cc1 (configuration not stated),1.1,-0.1,-18,6
N#Cc1ccc(C(=O)CSc2nnc(N)s2)cc1,-0.3,0.0,13,12
COc1ccc(NC(=O)c2cnn3c(C(F)(F)F)cc(-c4ccc(C)cc4)nc23)cc1Cl,-0.1,0.0,-7,-3
COc1ccccc1N1CCN(C(=O)c2ccc3c(c2)NC(=O)c2ccccc2S3)CC1,-0.5,-0.1,5,-2
COc1ccc(SCC(=O)Nc2cccc(OC)c2)cc1,-1.3,0.9,-3,23
CCOC(=O)CN1CCOc2ccccc21,-1.4,0.3,4,2
CC1CCCN(C(=O)C(C)Oc2cccc(Cl)c2)C1 (configuration not stated),-0.6,0.0,5,-15
CC1CCN(C(=O)C2CCN(S(C)(=O)=O)CC2)CC1,-1.2,1.0,-4,11
O=C(NCCN1CCn2cc(OCc3ccc(F)cc3)c(=O)cc2C1=O)c1ccncc1,-1.5,-0.2,2,-3
CCN(CC)c1ccc(C2Nc3ccc(Br)cc3-c3nnc(SC)nc3O2)cc1 (configuration not stated),-0.1,0.0,19,3
COc1cccc(-c2ccc(NC(=O)C3CCCN(C4CCOCC4)C3)cc2)c1 (configuration not stated),-0.8,-0.1,0,-3
CCn1c(SC)nc2c(c1=O)SC(C)C2 (configuration not stated),0.0,0.6,7,14
Cc1cc(-c2cnc(C)nc2C2CCCN(CC(=O)NC(C)C)C2)on1 (configuration not stated),0.1,0.0,-1,28

# Entries of single compounds as entered above:
# `COc1ccc(SCC(=O)Nc2cccc(OC)c2)cc1` is entered as GPR151 activ = -1.3; FBW7 activator = 0.9; TEAD-YAP inh = -3; MITF inh = 23
# `N#CCSc1nc(-c2ccccc2)c(-c2ccccc2)o1` is entered as GPR151 activ = 0.2; FBW7 activator = 0.0; TEAD-YAP inh = -5; MITF inh = -8

# Later entries.
canonical_smiles,GPR151 activ,FBW7 activator,TEAD-YAP inh,MITF inh
Clc1cccc(CNc2ncnc3c2c(-c2ccccc2)cn3-c2ccc(Br)cc2)c1,-1.2,0.0,-5,3
CC(=O)c1cccc(-c2nc(NCCCN3CCCC3=O)c3ncn(-c4ccsc4)c3n2)c1,1.3,0.5,58*,-10
Cc1c(CNCc2ccco2)c(C(=O)O)c(C)n1Cc1ccc(F)cc1,-1.4,0.2,5,19
CCCS(=O)(=O)NCc1c(C)ncc2c1CCN(C(=O)c1sc(C)nc1C)C2,-1.1,0.2,-1,14
O=C(NC(=S)NNC(=O)c1ccccc1[N+](=O)[O-])c1ccccc1,0.7,-0.1,-7,-9
CCOc1cc(C2CC(=O)Nc3cc(C)c(C)cc32)ccc1O (configuration not stated),0.3,0.1,-4,7
CC(=O)NC(Cc1cccc(C)c1)C(=O)NC1CCN(C(=O)c2cnccn2)CC1 (configuration not stated),0.8,0.2,2,-16
CC1CCCCN1C(=O)CSc1nnc(C2CCCCC2)o1 (configuration not stated),1.1,-0.1,5,4
O=C1NC(=O)c2cc(S(=O)(=O)O)cc3cccc1c23,-0.3,0.2,0,4
CC1CCCN(C(=O)Cn2nc(Cc3cccnc3)c3ccccc3c2=O)C1 (configuration not stated),0.2,-0.3,3,3
Cc1ccc(C)c(N2C(=O)/C(=C/c3ccc(Br)cc3)C=C2c2ccccc2)c1,-0.4,-0.1,10,-6
Cc1ccc(-n2cc(-c3ccccc3)c3c(NN4CCOCC4)ncnc32)cc1,0.3,0.4,5,1
O=C(NCc1cccnc1)c1cnc(Nc2ccccn2)s1,0.7,0.4,1,19
O=c1[nH]c2nc(-c3cccc(O)c3)cnc2n1-c1ccc(N2CCOCC2)cc1,1.5,0.0,-2,2
COc1ccc(-c2cncc3ccc(C(=O)NCc4ccncc4)nc23)cc1,-1.5,-0.6,77*,14
Cc1cc2c(cc1C)N(C(=O)CSc1nc3ccccc3o1)C(C)(C)c1ssc(=S)c1-2,2.7,-0.5,-6,21
COc1ccccc1N1CCN(C2CCCN(C(=O)CCN3CCOCC3)C2)CC1 (configuration not stated),0.8,0.1,-6,1
O=C(Nc1ccc2c(c1)N(C(=O)c1ccccc1)CCC2)NC1CCCCC1,-1.2,0.1,-2,7
CC(C)(C)c1ccc(OCCCC(=O)Nc2ccc(S(N)(=O)=O)cc2)cc1,-0.2,-0.1,-2,15
CCOCCCNc1nc2ccccc2[nH]1,-1.2,0.1,-7,-14
COc1ccc2[nH]c(=O)c(CN(Cc3ccco3)S(=O)(=O)c3ccccc3)cc2c1,0.3,0.3,24,-10
NC(=O)c1nc(-c2cccc(O)c2)nc2c1[nH]c(=O)n2-c1cccc(Cl)c1,1.5,0.0,-2,9
